# TGFb inhibitor – qHTS for Inhibitors of TGF-b; HepG2 CAGA-GFP TGF-b/SMAD3 reporter, GFP fluorescence, 18 h; TGF-beta stimulated, 500 pg/mL final; Potency, µM (titrated, usually from 46.1 µM), for inactives: at the highest dose activity, negative = inhibition, hits mostly inhibitors; 410,000 tested, 1.2% active; also: potency is read from the fitted curve at half-maximal effect; % is scaled to controls: 0 for no effect and ±100 for the full control effect; nearly all actives have a fitted effect of over 65% in size
#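 Cell-based qHTS in HEPG2 carrying a CAGA-GFP Smad reporter; compounds added before 500 pg/mL final TGF-beta, 18 h incubation at 37 degrees C, GFP fluorescence quantified per cell by imaging cytometry.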
# HepG2 viability – qHTS for Inhibitors of TGF-b: Cytotox Counterscreen. AID 588856, 2011. HepG2 CAGA-GFP viability, ATP luminescence, 18 h. Potency, µM (series often up to 46.1 µM), for the others: top-dose activity change, negative = cytotoxicity, most hits filed as cytotoxic. 410,000 tested, 0.76% active; also: potency is read from the fitted curve at half-maximal effect; some results filed as inactive show a strong effect at the top dose
#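 CellTiter-Glo luminescence gave cytotoxicity after 18 hours at 37 degrees C. The cells were HepG2 CAGA-GFP in 1% FBS DMEM, stimulated with 500 pg/mL TGF-beta after compound addition. %Activity was normalised to no-cell wells (complete cell-killing) and DMSO (no toxicity), and curves were fitted and classified.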
# ATXN viability – Viability Counterscreen for Primary qHTS for Inhibitors of ATXN expression; S2 cells (HEK-293 line with an ATXN2-luciferase reporter) viability, CellTiter-Fluor protease fluorescence, 24 h; Potency, µM (titrated, usually from 56.7 µM), hits mostly cytotoxic; 400,000 tested, 0.49% active; AID 651635, 2014; also: potency is read from the fitted curve at half-maximal effect; nearly all actives have a fitted effect of over 40% in size
# Akt phos inh – HTS Assay for Inhibitors of Akt Phophorylation: Primary Screen; Neuro2A IGF-stimulated pAkt S473 HTRF, 20 min; hits give low values; 360,000 tested, 0.32% active; activity change, % for hits at 50 µM; in the data active = activity change below about -80%; inconclusive = mostly about -51% to -80%; also: % is scaled to controls: 0 for no effect and ±100 for the full control effect
#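 Neuro2A cells in DMEM with 0.5% FBS, overnight at 37 deg C, given compound at single 50 µM final, then IGF (6 nM final) for 20 min at 37 deg C. Lysed; phospho-Akt Ser473 by HTRF after 24 h, 665/615 ratio.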
# Nrf2 inh – Nrf2 qHTS screen for inhibitors. A549 ARE-Fluc reporter, luciferase luminescence, 18-24 h. 360,000 tested, 2.1% active. AID 504444, 2011. Potency, µM (doses to about 46 µM), for inactives: at the top dose activity change, negative = inhibition, most hits filed as inhibitors; also: potency is read from the fitted curve at half-maximal effect; % is scaled to controls: 0 for no effect and ±100 for the full control effect; nearly all actives have a fitted effect of over 60% in size
#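 Cells were seeded and rested 2 h, then exposed to compounds for 18-24 h. CellTiter-Fluor was read first as a viability measure. BugLite was added 15 min before the final luminescent read of ARE-luciferase activity in A549 cells.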
# CCT chaperon mod – High-Throughput Screening for Modulators of Cytosolic Chaperonin Activity. purified chaperonin ATPase assay, HTRF ADP detection, 30 min. activity change, % (concentration not given with the values), hits read low. 360,000 tested, 0.3% active. AID 651819, 2012; in the data active = activity change below about -30%; also: % is scaled to controls: 0 for no effect and ±100 for the full control effect
#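 First, chaperonin was dispensed at 40 nM or 20 nM final depending on batch activity. Next, compounds were pinned at 76 uM and ATP added at 10 uM. After 30 min at 37 °C, ADP detection reagents ran 30 min at ambient temperature.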
# A549 viability – Nrf2 qHTS screen for inhibitors: counterscreen for cytotoxicity. A549 ARE-Fluc cells, CellTiter-Fluor viability, 18-24 h. Potency, µM (doses to about 46 µM), for inactives: top-dose activity change, negative = cytotoxicity, most hits filed as inhibitors. 390,000 tested, 0.16% active; also: potency is read from the fitted curve at half-maximal effect; % is scaled to controls: 0 for no effect and ±100 for the full control effect
#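 A549 ARE_Fluc cells in 5% FBS OPTI-MEM were exposed to compounds in concentration-response for 18-24 h at 37 deg C. Viability was read by CellTiter-Fluor fluorescence (Ex 405/Em 525) after 30 min, before the luciferase read.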
# MmCpn inh – Inhibitors of TCP-1 ring complex (TRiC) of Methanococcus maripaludis (MmCpn): qHTS; Chaperonin Mm-Cpn (Methanococcus maripaludis); purified Mm-Cpn ATPase, ADP Transcreener TR-FRET; Potency, µM (series often up to 76.9 µM), inactives show top-dose activity, negative = inhibition, most hits filed as inhibitors; 330,000 tested, 0.031% active; also: potency is read from the fitted curve at half-maximal effect; % is scaled to controls: 0 for no effect and ±100 for the full control effect; nearly all actives have a fitted effect of over 80% in size
#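 Inhibition of chaperonin ATP hydrolysis is measured as reduced ADP production, detected by competitive TR-FRET in which signal falls with ADP. Final enzyme 25 nM and ATP 10 uM, reacted 30 min at 37°C.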
# Nrf2 ARE act – qHTS of Nrf2 Activators; AREc32 ARE-luciferase reporter (MCF7-derived line), luminescence, 24 h; Potency, µM (highest dose often 46.1 µM), for the others: at the highest dose activation, hits mostly activators; 410,000 tested, 0.31% active; AID 624171, 2012; also: potency is read from the fitted curve at half-maximal effect; % of control where 0% means no effect; nearly all actives have a fitted effect of over 65% in size
#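 Quantitative high-throughput format: AREc32 reporter cells, 1000 per well, received compound by pin transfer and were incubated 24 hr at 37 deg C, 5% CO2, before Steady-Glo luminescence detection.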
# Numbers without * were called inactive; i = inactive; ? = inconclusive; . = not tested or not shown; & = joins results of further samples; ! = repeats disagree; [ ] = another dose, or the depositor's remark. Unless noted, calls follow the shape of the dose curve; as a rule, active = well fitted curve in the direction sought with a large enough effect; inconclusive = small, poorly fitted or top-dose-only effect, or another doubt; inactive = no such curve, though single readings can be large; an effect the other way counts as inactive or inconclusive.
item	canonical_smiles	TGFb inhibitor	HepG2 viability	ATXN viability	Akt phos inh	Nrf2 inh	CCT chaperon mod	A549 viability	MmCpn inh	Nrf2 ARE act
1	O=S(=O)(c1ccc(N2CCCC2)cc1)C(F)(F)F	?	-18%	i	i	?	-4.8	-11%	3%	2.3%
2	COCCCNC(NC(=O)c1ccc(Cl)cc1)C(Cl)(Cl)Cl (centres undefined)	1%	-34%	i	.	?	-4.8	-4%	1%	3.3%
3	CN(Cc1ccccc1)C(=S)Nc1ccc(OC(F)F)cc1	-6%	-28%	i	i	5%	-1.9	0%	-1%	-0.7%
4	Cc1ccc(OCC(=O)O/N=C(\N)c2ccncc2)c(C)c1	-34%	-6%	i	i	?	1.1	0%	0%	0.9%
5	OCCN(CCO)c1nc2ccccc2[nH]1	-1%	-3%	i	i	3%	0.1	11%	-1%	0.3%
6	O=C(Cn1nc(-c2ccccc2)ccc1=O)NCC1COCCO1 (centres undefined)	4%	-11%	i	i	-6%	-1.0	-3%	-4%	-0.5%
7	NC(=O)c1ccc(NC(=O)COC(=O)CCc2ccc(S(=O)(=O)N3CCCCC3)cc2)cc1	-9%	-30%	i	i	?	0.7	0%	0%	-0.3%
8	CCCS(=O)(=O)NC(=O)C1(C)CCN(C(=O)c2ccccc2Br)C1 (centres undefined)	7%	6%	i	i	.	0.5	.	.	-0.6%
9	COc1ccc(C(=O)N(C)CCCC2CCCC2)cc1OC1CCN(C(C)=O)CC1	3%	13%	?	i	?	-0.1	-7%	-1%	0.5%
10	C[C@H](NS(=O)(=O)OCC(Cl)(Cl)Cl)C1CC1c1ccccc1 (some centres undefined)	?	-26%	i	i	3%	-6.6	6%	-5%	6.2%
11	Cn1c(CN2CCOCC2)nnc1SCC(=O)Nc1ccc2c(c1)OCCO2	-1%	1%	i	.	.	-1.6	-2%	-2%	0.5%
12	CCN(Cc1ccccc1)C(=O)c1ccc(SC)cc1OC	1%	-15%	i	i	2%	-0.9	5%	2%	-1.2%
13	COC(=O)Nc1ccc(S(=O)(=O)Nc2cnc3ccccc3n2)cc1	?	6%	?	i	?	0.6	0%	-1%	3.0%
14	Cc1ccc(C(=O)NCc2n[nH]c(=S)n2-c2ccccc2)cc1[N+](=O)[O-]	2%	-6%	i	i	10%	0.7	8%	-1%	-0.3%
15	C=CCn1c(SC(C)C(=O)NCC2CCCO2)nnc1-c1ccc(OC)cc1 (centres undefined)	3%	-6%	?	i	2%	-0.3	0%	-1%	-0.1%
16	COc1ccc(C(=O)/C=C/c2ccc(F)cc2)c(OC(=O)c2ccc([N+](=O)[O-])cc2)c1	?	-89%	i	i	-4%	-0.2	0%	-4%	9.0%
17	CCn1c(CC(=O)Nc2ccccc2Cl)nnc1SCC(=O)NC1CCCC1	5%	-28%	i	i	?	1.0	-4%	-1%	-0.6%
18	Nc1[nH]c(C(=O)c2ccccc2)c(-c2ccncc2)c1C(=O)NC1CC1	.	.	i	i	.	1.4	.	.	0.1%
19	COc1ccc2oc(C(=O)Nc3ccc(C)cn3)c(C)c2c1	-18%	-10%	i	i	?	1.7	6%	0%	16%
20	CC(C)(C)S(=O)(=O)N1Cc2ccc(CO)cc2[C@H]1CCO	?	-1%	i	i	-3%	-3.1	-8%	.	0.6%
21	O=C(CSC1=NS(=O)(=O)c2cc(Cl)ccc2N1)NCCc1ccccc1	0%	-2%	i	i	-5%	-3.3	1%	0%	0.3%
22	CC(C(=O)Nc1ccccc1)N(C)CCOc1ccc(Br)cc1 (centres undefined)	-7%	-17%	i	i	25%	0.2	-1%	0%	-0.3%
23	CC(=O)Nc1ccc(C)cc1-c1nc2ccccc2n(CC(=O)Nc2cc(Cl)ccc2C)c1=O	-18%	7%	.	.	13%	.	7%	.	0.6%
24	O=C(O)CCN1C(=O)c2ccccc2Sc2ncccc21	0%	4%	i	i	6%	-1.1	0%	-2%	-0.6%
25	CC1=C(C#N)CCC(=O)N1Cc1c(C)cc(C)cc1C	-5%	2%	i	i	.	-0.4	-6%	0%	-0.2%
26	Fc1ccc(NCc2nc3ccccc3n2CCOc2ccccc2Cl)cc1	?	-27%	i	.	23%[9.27 µM]	.	-21%	.	4.4%
27	CC(C)[C@H](NC(=O)c1ccccc1F)C(=O)OCC(=O)NC1CC1	-4%	-2%	i	i	8%	0.4	1%	2%	0.1%
28	COC(=O)C1=C(C(=O)c2ccc(C)cc2)C(c2ccc(OC)c(OC)c2)n2nnnc2N1 (centres undefined)	-3%	-6%	?	.	0%	-1.4	-24%	1%	-0.9%
29	COc1cc(-c2nc3cnccn3c2Nc2ccc(C(C)C)cc2)ccc1O	11µM*	11µM*!	?	i	-3%[9.27 µM]	-1.3	-4%&-16%	0%	0.0%&6.4%
30	O=C(CN1CCN(C(=O)c2ccco2)CC1)Nc1ccc(Cl)c(S(=O)(=O)N2CCOCC2)c1	-26%	1%	i	i	?	-0.9	4%	0%	-0.5%

# Record cards, as listed above. Order of values: TGFb inhibitor	HepG2 viability	ATXN viability	Akt phos inh	Nrf2 inh	CCT chaperon mod	A549 viability	MmCpn inh	Nrf2 ARE act
# `Cc1ccc(C(=O)NCc2n[nH]c(=S)n2-c2ccccc2)cc1[N+](=O)[O-]` reads 2%	-6%	i	i	10%	0.7	8%	-1%	-0.3%
# `CC1=C(C#N)CCC(=O)N1Cc1c(C)cc(C)cc1C` reads -5%	2%	i	i	.	-0.4	-6%	0%	-0.2%

# Returning to the listing, repeating the six entries before the break.
item	canonical_smiles	TGFb inhibitor	HepG2 viability	ATXN viability	Akt phos inh	Nrf2 inh	CCT chaperon mod	A549 viability	MmCpn inh	Nrf2 ARE act
25	CC1=C(C#N)CCC(=O)N1Cc1c(C)cc(C)cc1C	-5%	2%	i	i	.	-0.4	-6%	0%	-0.2%
26	Fc1ccc(NCc2nc3ccccc3n2CCOc2ccccc2Cl)cc1	?	-27%	i	.	23%[9.27 µM]	.	-21%	.	4.4%
27	CC(C)[C@H](NC(=O)c1ccccc1F)C(=O)OCC(=O)NC1CC1	-4%	-2%	i	i	8%	0.4	1%	2%	0.1%
28	COC(=O)C1=C(C(=O)c2ccc(C)cc2)C(c2ccc(OC)c(OC)c2)n2nnnc2N1 (centres undefined)	-3%	-6%	?	.	0%	-1.4	-24%	1%	-0.9%
29	COc1cc(-c2nc3cnccn3c2Nc2ccc(C(C)C)cc2)ccc1O	11µM*	11µM*!	?	i	-3%[9.27 µM]	-1.3	-4%&-16%	0%	0.0%&6.4%
30	O=C(CN1CCN(C(=O)c2ccco2)CC1)Nc1ccc(Cl)c(S(=O)(=O)N2CCOCC2)c1	-26%	1%	i	i	?	-0.9	4%	0%	-0.5%
31	COc1ccc(C2c3[nH]c4ccccc4c3CCN2CCCn2cccn2)cc1C (centres undefined)	-2%	-22%	i	i	-7%	-2.9	2%	-1%	4.6%
32	COC(C(=O)Nc1ccccc1C(=O)N1CCOCC1)c1ccccc1 (centres undefined)	0%	8%	i	i	2%	-0.2	-1%	1%	-0.6%
33	O=C(CCCc1nc(-c2ccccc2)no1)NC1CCCCC1	-4%	4%	i	i	11%	0.2	3%	-1%	2.1%
34	Cc1ccc(NC(=O)CN(C)C(=O)COc2ccccc2-c2ccccc2)cc1	5%	-5%	i	i	-9%	1.0	-6%	-2%	2.0%
35	CSc1nc2c(c(=O)[nH]1)C(c1ccc(Cl)cc1)CC(=O)N2 (centres undefined)	?	0%	i	i	6%	0.7	3%	2%	0.5%
36	CCCC(O)(c1ccc(CC)cc1)C(CN1CCOCC1)c1ccccc1 (centres undefined)	?	-28%	i	i	-13%	-0.7	0%	1%	2.7%
37	CCCn1cc(S(=O)(=O)c2ccc(OCC)cc2)c(=O)c2cc(C)ccc21	-9%	-30%	i	.	8%	.	-1%	.	0.4%
38	COc1ccc(-c2oc(=O)c3cc(OC)c(OC)cc3c2/C=C/c2ccc(F)cc2)cc1	?	-2%	i	i	-10%	0.1	-2%	-3%	6.7%
39	NC(=S)N=Nc1c(O)[nH]c2ccc(F)cc12	-27%	-32%	i	i	-12%	1.3	-15%	0%	4.0%
40	CCOC(=O)c1c(NC(=O)CNC2CCCCC2)sc(C)c1C	-27%	-16%	i	i	?	-6.6	?	0%	-0.5%
41	Cc1ccc(CCNC(=O)c2ccc(CS(=O)(=O)Cc3ccc(Cl)cc3)o2)cc1	-19%	2%	i	.	.	.	-9%	.	1.8%
42	O=C(CN(CCCN1CCOCC1)C(=O)Cn1nnc(-c2ccc(F)cc2)n1)NC1CCCCC1	-3%	3%	i	i	.	0.0	-3%	1%	0.3%
43	CN(C)C(=O)NC1C=CS(=O)(=O)C1 (centres undefined)	5%	3%	?	i	11%	-1.5	-4%	4%	-0.4%
44	CCOc1ccc(N(CC(=O)N/N=C/c2ccccn2)S(=O)(=O)c2ccc(Cl)cc2)cc1	-25%	-25%	?	i	-25%	0.8	-19%	0%	-0.4%
45	CCOC(=O)c1cnc(SC)nc1Oc1cccc(NC(=O)c2ccc(C)cc2)c1	-8%	5%	i	i	.	2.5	0%	-9%	0.4%
46	COc1cc(/C=N/n2c(-c3ccccc3)n[nH]c2=S)cc(OC)c1OC	7%	-11%	i	i	3%	-1.0	-2%	0%	4.1%
47	O=C(CO/N=C/c1ccc(Cl)cc1Cl)NNC(=O)c1ccc(Cl)cc1Cl	?	-67%	i	i	-14%	-1.0	4%	0%	0.4%
48	O=C(O)CCN=CC1=C(O)CC(c2ccccc2)CC1=O (centres undefined)	-2%	2%	i	i	3%	0.1	1%	-1%	-0.1%

# High-throughput results deposited in PubChem by National Center for Advancing Translational Sciences (NCATS).

# An unsorted share of the library. About 4.4% of those tested had a hit in this group.
